Bioassay records: PubChem, several laboratories
PKA-R2B act – activators of human PKA-R2B complex. PKA-R2B holoenzyme dissociation, Cy5-IP20 fluorescence polarization; R2B truncated from residue 108, S112A mutant; 0% DMSO only, 100% 113 µM cGMP. activation, % at 11.4 µM. 340,000 tested, 0.079% active. AID 504700;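 active = activation above a cutoff set at the mean over all compounds plus 3 SD, cut at about 18% in these data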;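 note: higher means more holoenzyme dissociation and a rise in polarization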
Tat transport – blocks Tat-dependent protein export in E. coli; AID 488895; inhibition, % at 10 µM; 340,000 tested, 0.036% active; E. coli MC4100 TorA-mCherry Tat export, fluorescence;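 active = mean replicate inhibition at least 50% and at least half of replicates individually reaching 50%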;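 note: exported cargo escapes ClpAP degradation while cytoplasmic cargo is degraded and loses fluorescence; 0% = median of neutral control wells and 100% = median of NaSCN control wells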
PKA-R1A act – activates the PKA-R1A holoenzyme complex; P00514+P68181; PKA-R1A dissociation, Cy5-IP20 fluorescence polarization; scaled: DMSO 0%, 113 µM cGMP 100%; activation, % at 11.4 µM; 340,000 tested, 0.083% active; AID 504707;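 active = percent activation above the mean of all tested compounds plus 3 SD, cut at about 19% in these data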;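 note: higher means more PKAc released from R1A so a rise in polarization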
phage Ecoli inh – E. coli growth loss with phage present | growth absorbance | 360,000 tested, 0.26% active | inhibition, % at 11.9 µM; in the data active = inhibition above about 11%
PfHsp90 yeast 2 – reduces growth (ATP signal) of yeast expressing P. falciparum Hsp90 | S. cerevisiae expressing PfHsp90, BacTiter-Glo ATP, 48 h; yeast lacking PDR1 and PDR3 efflux regulators | inhibition, % at 9.4 µM | 310,000 tested, 0.32% active | AID 504621;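 active = every replicate shows inhibition above about 80%, whatever the replicate mean, limit read from the data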;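 note: 0% = DMSO neutral controls and 100% = 20 µM radicicol positive controls; yeast relying on Plasmodium falciparum Hsp90 in place of its own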
E coli growth – bacterial growth inhibition, counter-screen for AddAB inhibitors; E. coli V3065 growth, OD600 absorbance, 18 h; inhibition, % at 11.9 µM; 330,000 tested, 0.27% active; AID 449728;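 active = inhibition above the campaign's mean inhibition across all tested compounds plus 3 SD, cut at about 9.9% in these data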;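 note: uninfected addAB+ strain grown without phage in ampicillin broth; 0% = DMSO wells and 100% = ciprofloxacin 0.95 µg/ml wells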
HTR5A inv ag – HTR5A inverse agonism, opioid heterodimer counter-screen; HTR5A cell line, luminescence; inhibition, % at 9.3 µM; P47898; 340,000 tested, 0.083% active; in the data active = inhibition mostly above about 23%, no sharp cut-off; inactive = mostly below about 18%;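 note: 0% = cells with DMSO and 100% = no-cell wells with DMSO; some compounds called inactive have numbers as strong as hits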
AddAB inh – less growth of phage-infected E. coli with AddAB; E. coli expressing H. pylori AddAB, absorbance growth; inhibition, % at 11.9 µM; 330,000 tested, 0.29% active; in the data active = inhibition above about 12%;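 note: 0% = vehicle wells of infected cells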
OPRM1-OPRD1 inv – inverse agonist of human OPRM1-OPRD1 heterodimerization; P35372+P41143; cell-based MOR-DOR heterodimer luminescence, inverse agonism; inhibition, % at 9.3 µM; 340,000 tested, 0.21% active; AID 504357; in the data active = inhibition above about 22%, passing the limit was not always enough;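 note: 0% = cells with DMSO and 100% = wells without cells with DMSO; values of inactives mirror those of a sister screen read the other way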
Target sequence (P35372 whole entry, looked up): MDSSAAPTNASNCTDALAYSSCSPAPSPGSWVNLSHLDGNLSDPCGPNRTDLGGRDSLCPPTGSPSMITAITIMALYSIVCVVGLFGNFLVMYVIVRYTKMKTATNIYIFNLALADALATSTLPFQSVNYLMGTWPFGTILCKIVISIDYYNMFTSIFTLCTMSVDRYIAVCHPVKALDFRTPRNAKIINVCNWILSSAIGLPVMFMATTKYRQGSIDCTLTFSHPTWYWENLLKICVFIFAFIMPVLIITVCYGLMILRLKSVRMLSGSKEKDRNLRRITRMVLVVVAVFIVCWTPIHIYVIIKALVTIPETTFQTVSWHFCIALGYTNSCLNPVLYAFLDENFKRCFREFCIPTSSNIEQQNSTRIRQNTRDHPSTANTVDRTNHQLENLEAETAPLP
Target sequence (P41143 whole entry, looked up): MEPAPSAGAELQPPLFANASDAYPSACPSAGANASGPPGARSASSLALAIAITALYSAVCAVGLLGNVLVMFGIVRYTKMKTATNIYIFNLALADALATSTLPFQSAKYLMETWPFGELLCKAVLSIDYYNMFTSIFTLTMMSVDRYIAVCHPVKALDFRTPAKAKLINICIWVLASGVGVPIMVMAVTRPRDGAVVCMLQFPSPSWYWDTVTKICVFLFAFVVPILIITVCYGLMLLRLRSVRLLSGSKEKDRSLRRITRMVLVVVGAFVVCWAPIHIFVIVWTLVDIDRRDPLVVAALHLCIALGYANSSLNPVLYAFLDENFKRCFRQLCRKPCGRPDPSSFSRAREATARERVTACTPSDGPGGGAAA
Mot1-301 SUMO – SUMOylation pathway inhibition by Mot1-301 growth rescue | S. cerevisiae Mot1-301 growth rescue, ATP luminescence, 38.5C; percent above DMSO median, 100 means doubled | 320,000 tested, 1% active | growth rescue, % at 18.8 µM | AID 2716;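 active = every valid replicate shows activation above 250% relative to neutral control wells; inactive = the rest, any valid replicate at or below 250%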;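 note: OY570 slx delta 5 strain wells were the positive control but not used for scaling; some compounds called inactive have numbers as strong as hits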
OPRM1-OPRD1 ag – OPRM1-OPRD1 heterodimerization agonism; cells, luminescence; AID 504326; P35372+P41143; activation, % at 9.3 µM; 340,000 tested, 0.3% active; in the data active = activation above about 18%;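 note: 0% = vehicle-treated cells and 100% = reference agonist; values of inactives mirror those of a sister screen read the other way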
* = called active by the depositor; nt = no result given.

Letter code: A = PKA-R2B act; B = Tat transport; C = PKA-R1A act; D = phage Ecoli inh; E = PfHsp90 yeast 2; F = E coli growth; G = HTR5A inv ag; H = AddAB inh; I = OPRM1-OPRD1 inv; J = Mot1-301 SUMO; K = OPRM1-OPRD1 ag
Cc1cccc(NP2(=O)NCCCN2)c1
  A = -9.7; B = 0.3; C = 7.6; D = 0.7; E = -4.7; F = nt; G = -21.1; H = nt; I = 5.0; J = nt; K = -1.1

OC(CCNCCc1c[nH]c2ccccc12)C(F)(F)F (stereo unspecified)
  A = 5.2; B = -3.7; C = -6.0; D = 3.6; E = 12.2; F = 0.2; G = -1.7; H = 3.5; I = -7.0; J = -10.6; K = 1.5

COc1cccc(CNC2CN3CCC2CC3)c1OC (stereo unspecified)
  A = -5.3; B = 8.0; C = -0.9; D = 0.1; E = 0.9; F = -1.6; G = -20.7; H = 1.7; I = -14.4; J = -0.4; K = 2.3

Cc1ccc(OCC(=O)N2CCCC(N3CCN(c4ccc(F)cc4)CC3)C2)cc1 (stereo unspecified)
  A = -4.5; B = -4.0; C = -8.1; D = 0.2; E = 4.7; F = -2.3; G = 3.9; H = -0.3; I = -10.2; J = -1.3; K = 2.0

CCCC(=O)C1C(=O)NC(=O)NC1=O
  A = -14.1; B = -4.9; C = 11.5; D = 2.2; E = -6.0; F = 1.0; G = 14.5; H = 3.0; I = 5.3; J = 6.8; K = -1.1

Nc1c(C(=O)NC2CCCC2)c2nc3ccccc3nc2n1CC1CCCO1 (stereo unspecified)
  A = 0.6; B = 12.9; C = 1.3; D = 1.6; E = -1.6; F = -0.8; G = -1.0; H = 0.2; I = 1.3; J = 112.0; K = -0.3

COc1ccccc1C1C([N+](=O)[O-])=C(N)Oc2c1c(=O)oc1ccccc21 (stereo unspecified)
  A = -3.3; B = 2.7; C = 6.6; D = 0.8; E = -11.5; F = 4.3; G = 2.9; H = 3.6; I = 0.1; J = 6.0; K = 0.0

CCC(=NC1CCN(Cc2ccccc2)CC1)c1c(O)[nH]c(=O)[nH]c1=O
  A = 2.2; B = -4.6; C = -1.2; D = 1.2; E = -19.4; F = -0.3; G = 7.4; H = 3.9; I = 11.0; J = -5.8; K = -2.1

O=C(Nc1ccc(OC(=O)N2CCCCC2)cc1)N1CCOCC1
  A = -8.4; B = -2.5; C = 5.8; D = 4.4; E = 9.6; F = -1.3; G = -14.8; H = -3.7; I = 10.7; J = 147.2; K = -2.1

CC(Cc1ccccc1)[n+]1cc(/N=C(\N)[O-])on1 (stereo unspecified)
  A = -1.7; B = -24.7; C = -9.0; D = 1.8; E = -28.2; F = -0.8; G = -29.1; H = 0.4; I = 5.4; J = -6.4; K = -0.9

O=C(O)C(O)(c1ccccc1)C1CCCC1 (stereo unspecified)
  A = -9.8; B = -3.5; C = 3.0; D = 3.2; E = -0.8; F = 1.1; G = 7.5; H = -0.9; I = 0.8; J = nt; K = -0.1

C#C[C@]1(O)CCC2C3C(CC[C@@]21C)[C@@]1(C)CC[C@@H](O)CC1=C[C@H]3O (stereo partly specified)
  A = -9.9; B = 6.2; C = 4.7; D = 3.7; E = 20.4; F = -0.8; G = -2.5; H = 0.2; I = 3.3; J = -3.3; K = -0.6

CC1(CCO)C(=O)NC(=S)NC1=O
  A = -1.3; B = -9.4; C = 13.6; D = 2.4; E = nt; F = nt; G = 9.2; H = nt; I = 6.5; J = nt; K = -1.2

O=c1c2ccccc2nc(/C=C/c2ccc(O)cc2)n1-c1cccc(O)c1
  A = -7.4; B = -3.5; C = -3.1; D = 2.1; E = 19.2; F = -0.1; G = -25.1; H = -1.5; I = 11.7; J = -2.3; K = -2.0

CC(=O)N1CC(=O)Nc2ccc(Cl)cc2C1c1ccc(F)cc1 (stereo unspecified)
  A = 5.1; B = 7.6; C = 3.1; D = 2.5; E = -11.5; F = -1.2; G = -19.4; H = 0.1; I = 7.0; J = -6.4; K = -1.3

(list continues)
Results follow in this order: PKA-R2B act	Tat transport	PKA-R1A act	phage Ecoli inh	PfHsp90 yeast 2	E coli growth	HTR5A inv ag	AddAB inh	OPRM1-OPRD1 inv	Mot1-301 SUMO	OPRM1-OPRD1 ag
> COc1ccccc1OCC#CCN1CCCCCC1
→ 5.2	5.4	0.3	5.7	9.8	1.7	40.2	1.4	-1.4	-11.0	0.2
> CC1=C2C(=O)C3C(CC=C4CC(OC5OC(O)C(O)C(O)C5CO)CCC43C)C2CCC12OC1CC(C)CNC1C2C (stereo unspecified)
→ 5.0	5.5	0.6	1.4	-18.6	2.1	2.5	1.5	3.3	2.3	-0.6
> O=C(O)c1cn(Cc2ccccc2)nc1-c1ccccc1
→ 1.1	-12.3	5.2	2.1	nt	0.6	20.1	3.5	7.3	283.5	-1.5
> O=S(=O)(c1ccc(F)cc1)N1CCCCC1c1cccnc1 (stereo unspecified)
→ -9.7	11.7	-3.3	2.5	-12.7	-2.0	-11.3	0.7	12.2	258.0	-2.3
> O=C(O)CC[N+](=O)[O-]
→ -5.0	-17.7	-9.5	7.8	-29.2	7.5	4.8	6.8	10.4	98.3	-1.9
> COc1ccc(S(=O)(=O)N2CC3CC(C2)c2cccc(=O)n2C3)cc1 (stereo unspecified)
→ -3.4	-7.6	-2.6	1.3	nt	1.0	-8.8	4.6	4.3	10.6	-0.9
> c1ccc(CNC2CN3CCC2CC3)cc1 (stereo unspecified)
→ 2.5	4.1	-8.0	1.3	-21.3	nt	3.4	nt	5.8	nt	-1.2
> O=C(CCN1CC2CCC(CC2)C1)c1cccs1
→ -9.7	0.0	5.7	1.5	-14.4	nt	-21.9	nt	11.8	nt	-2.3
> COc1cc(C=C2C(=O)NC(=O)NC2=O)ccc1O
→ 10.0	-3.7	3.8	0.7	-7.1	0.0	1.7	-1.1	9.4	-12.8	-2.0

Arranged by heavy-atom count (ascending): part of the list above
Results follow in this order: PKA-R2B act	Tat transport	PKA-R1A act	phage Ecoli inh	PfHsp90 yeast 2	E coli growth	HTR5A inv ag	AddAB inh	OPRM1-OPRD1 inv	Mot1-301 SUMO	OPRM1-OPRD1 ag
> O=C(CCN1CC2CCC(CC2)C1)c1cccs1
→ -9.7	0.0	5.7	1.5	-14.4	nt	-21.9	nt	11.8	nt	-2.3
> COc1ccc(S(=O)(=O)N2CC3CC(C2)c2cccc(=O)n2C3)cc1 (stereo unspecified)
→ -3.4	-7.6	-2.6	1.3	nt	1.0	-8.8	4.6	4.3	10.6	-0.9
> CC1=C2C(=O)C3C(CC=C4CC(OC5OC(O)C(O)C(O)C5CO)CCC43C)C2CCC12OC1CC(C)CNC1C2C (stereo unspecified)
→ 5.0	5.5	0.6	1.4	-18.6	2.1	2.5	1.5	3.3	2.3	-0.6

Among those listed so far, these have nitrogen in an aromatic ring:
Results follow in this order: PKA-R2B act	Tat transport	PKA-R1A act	phage Ecoli inh	PfHsp90 yeast 2	E coli growth	HTR5A inv ag	AddAB inh	OPRM1-OPRD1 inv	Mot1-301 SUMO	OPRM1-OPRD1 ag
> OC(CCNCCc1c[nH]c2ccccc12)C(F)(F)F (stereo unspecified)
→ 5.2	-3.7	-6.0	3.6	12.2	0.2	-1.7	3.5	-7.0	-10.6	1.5
> Nc1c(C(=O)NC2CCCC2)c2nc3ccccc3nc2n1CC1CCCO1 (stereo unspecified)
→ 0.6	12.9	1.3	1.6	-1.6	-0.8	-1.0	0.2	1.3	112.0	-0.3
> CCC(=NC1CCN(Cc2ccccc2)CC1)c1c(O)[nH]c(=O)[nH]c1=O
→ 2.2	-4.6	-1.2	1.2	-19.4	-0.3	7.4	3.9	11.0	-5.8	-2.1
> CC(Cc1ccccc1)[n+]1cc(/N=C(\N)[O-])on1 (stereo unspecified)
→ -1.7	-24.7	-9.0	1.8	-28.2	-0.8	-29.1	0.4	5.4	-6.4	-0.9
> O=c1c2ccccc2nc(/C=C/c2ccc(O)cc2)n1-c1cccc(O)c1
→ -7.4	-3.5	-3.1	2.1	19.2	-0.1	-25.1	-1.5	11.7	-2.3	-2.0
> O=C(O)c1cn(Cc2ccccc2)nc1-c1ccccc1
→ 1.1	-12.3	5.2	2.1	nt	0.6	20.1	3.5	7.3	283.5	-1.5
> O=S(=O)(c1ccc(F)cc1)N1CCCCC1c1cccnc1 (stereo unspecified)
→ -9.7	11.7	-3.3	2.5	-12.7	-2.0	-11.3	0.7	12.2	258.0	-2.3
> COc1ccc(S(=O)(=O)N2CC3CC(C2)c2cccc(=O)n2C3)cc1 (stereo unspecified)
→ -3.4	-7.6	-2.6	1.3	nt	1.0	-8.8	4.6	4.3	10.6	-0.9

An excerpt (hit frequency here may not be typical).
